MEKK3 PB1 HTS = modulators (inhibitors or enhancers) of MEK5 binding to human MEKK3 PB1 domain | bead-based flow cytometry, Alexa488-MEK5 binding to MEKK3; actives lie on both sides; 0 = blocked by unlabeled MEK5, 100 = vehicle | binding response (% of control), % at 10 µM | Q99759 | actives 1.4% (n = 290,000);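 active = binding response more than 3 SD above or below the average of its plate-row segment, actives on both sides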;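 note: Alexa488 bead fluorescence after subtracting the streptavidin-only scavenger bead signal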
Target sequence (Q99759 whole entry, looked up, the tested form may be a part): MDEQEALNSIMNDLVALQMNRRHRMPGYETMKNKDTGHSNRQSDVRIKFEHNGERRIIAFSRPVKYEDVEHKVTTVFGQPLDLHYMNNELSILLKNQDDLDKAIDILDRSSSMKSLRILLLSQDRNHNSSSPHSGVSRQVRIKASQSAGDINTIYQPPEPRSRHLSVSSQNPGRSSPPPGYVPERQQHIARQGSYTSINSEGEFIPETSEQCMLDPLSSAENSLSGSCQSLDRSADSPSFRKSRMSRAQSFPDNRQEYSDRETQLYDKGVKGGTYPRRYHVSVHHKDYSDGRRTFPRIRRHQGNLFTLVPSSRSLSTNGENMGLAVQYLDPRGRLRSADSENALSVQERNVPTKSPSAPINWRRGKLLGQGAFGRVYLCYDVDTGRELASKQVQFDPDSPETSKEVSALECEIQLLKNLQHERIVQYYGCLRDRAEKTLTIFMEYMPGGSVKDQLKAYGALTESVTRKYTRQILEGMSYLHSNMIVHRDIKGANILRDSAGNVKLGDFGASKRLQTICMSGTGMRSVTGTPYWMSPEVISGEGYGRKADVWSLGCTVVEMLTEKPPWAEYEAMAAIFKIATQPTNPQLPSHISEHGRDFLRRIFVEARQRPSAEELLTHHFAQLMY
OXTR agonist = agonists of human oxytocin receptor; actives 0.32% (n = 320,000); CHO-OTR cells, Fluo-8 calcium fluorescence; normalized: DMSO 0%, oxytocin 100%; P30559; activation, % at 3 µM;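 active = activation above the mean of all tested compounds plus 3 SD, cutoff set per screening run, cut at about 20% in these data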;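 note: peak over basal fluorescence ratio from a 100 s FLIPR kinetic read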
GPR7 antagonist = human neuropeptides B/W receptor 1 antagonism; P48145; GPR7-expressing cells, fluorescence antagonist assay; inhibition, % at 4.4 µM; actives 1.1% (n = 290,000); AID 1861; in the data active = inhibition above about 16%, passing the limit was not always enough;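 note: cells stimulated with the agonist NPW; 0% = agonist with vehicle and 100% = vehicle without agonist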
Target sequence (P48145 whole entry, looked up): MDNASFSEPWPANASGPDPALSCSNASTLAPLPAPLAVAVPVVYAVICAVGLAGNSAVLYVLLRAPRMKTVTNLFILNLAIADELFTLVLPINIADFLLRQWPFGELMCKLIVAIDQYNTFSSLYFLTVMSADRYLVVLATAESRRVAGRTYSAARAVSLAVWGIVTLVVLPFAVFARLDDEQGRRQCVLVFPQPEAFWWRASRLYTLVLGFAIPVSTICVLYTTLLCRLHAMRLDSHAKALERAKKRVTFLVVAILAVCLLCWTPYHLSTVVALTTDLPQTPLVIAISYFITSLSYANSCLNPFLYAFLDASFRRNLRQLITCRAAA
GalR3 antagonist = blocks the human galanin receptor 3. O60755. HEK293 GalR3-CNG cAMP membrane potential fluorescence; galR3 body fused to GalR1 C-terminus. inhibition, % at 3 µM. actives 0.44% (n = 360,000). AID 651719;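 active = inhibition above the screen-wide average plus 3 SD, cut at about 13% in these data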;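 note: forskolin and galanin both at EC90 stimulate the cells; cAMP rise reported by CNG channel membrane potential dye signal; 0% = forskolin plus galanin with DMSO and 100% = forskolin alone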
MEKK2 WT-MEK5 = raises or lowers MEK5 binding to wildtype human MEKK2 PB1 domain | bead flow cytometry, Alexa488-MEK5 binding to MEKK2 WT; actives lie on both sides | actives 1.1% (n = 290,000) | binding response (% of control), % at 10 µM; in the data active = binding response below about 67% or above about 130%
MEKK2mut PB1 HTS = signal of MEK5 binding to mutant human MEKK2 PB1 domain | bead flow cytometry, Alexa488-MEK5 binding to MEKK2 mutant | percent response, % at 10 µM | actives 0.35% (n = 290,000) | AID 1530; in the data active = percent response above about 24%, passing the limit was not always enough; note: inactives centre near 1; some results filed as inactive read as strong as hits; reference of the scale not given here
PHOSPHO1 block = inhibitors of human PHOSPHO1 phosphatase | recombinant PHOSPHO1, absorbance phosphatase assay | inhibition, % at 13.3 µM | actives 1.1% (n = 290,000) | AID 1565; in the data active = inhibition above about 60%
V1aR counter = counter-screen for oxytocin receptor agonists: human V1a receptor agonists. P37288. CHO-V1R cells, Fluo-8 calcium fluorescence, agonist mode; 0% DMSO, 100% 3 nM vasopressin. activation, % at 3 µM. actives 0.25% (n = 320,000). AID 2797;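 active = activation above the mean activation of all tested compounds plus 3 SD, per screening run, cut at about 20% in these data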;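 note: signal is peak over basal fluorescence ratio across a 100 second FLIPR read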
NALP1 yeast inh = NALP1 inhibition. S. cerevisiae NALP1/ASC/caspase-1 growth, X-gal OD620, 72 h. inhibition, % at 10 µM. actives 0.61% (n = 280,000). AID 2071; in the data active = inhibition mostly above about 24%, no sharp cut-off; inactive = mostly below about 32%; note: some compounds called inactive have numbers as strong as hits
The depositor's hits bear a star; / = no result given.

Screens in order: MEKK3 PB1 HTS | V1aR counter | NALP1 yeast inh | MEKK2 WT-MEK5 | GPR7 antagonist | MEKK2mut PB1 HTS | GalR3 antagonist | OXTR agonist | PHOSPHO1 block
- N=C1C(c2nc3ccccc3[nH]2)=C(O)CN1NC(=O)c1c[nH]c2ccccc12
    102 | 0.3 | -1 | 100 | -7 | -1 | -1 | 0.8 | 40
- CCCCCN(C(=O)CCC(=O)OCC(=O)N(C)Cc1ccc(C)cc1)c1c(N)n(CCCC)c(=O)[nH]c1=O
    106 | -0.3 | 16 | 110 | -6 | 6 | 1 | -0.4 | 29
- COc1cc(C(=O)N=c2sc3c(C)ccc(OC)c3n2C)cc(OC)c1OC
    74 | 1.2 | / | 72 | -3 | -14 | -5 | 0.6 | 22
- CS(=O)(=O)N(CCc1ccccc1)CC(=O)NCc1cccnc1
    110 | 0.6 | 6 | 109 | -14 | 11 | 3 | 5.1 | 27
- CC(C)(C)Nc1nc(C(N)=O)nc(N2CCOCC2)n1
    100 | -0.4 | 10 | 96 | 5 | -2 | -5 | -0.3 | 7
- C=CCOC(=O)C1=C(C)NC2(O)c3ccccc3C(=O)C12O (configuration not stated)
    108 | 0.9 | -16 | 111 | 0 | 13 | -1 | 1.3 | -14
- O=C(COc1ccccc1Cl)NCc1nc(-c2ccccc2)no1
    101 | 1.3 | 12 | 106 | -8 | 5 | -2 | -0.7 | 24
- Cc1cccc(N2CCN(Cc3cn(C)nc3-c3ccccc3F)CC2)n1
    112 | -0.8 | 10 | 108 | 10 | 0 | -6 | -0.9 | 22
- CCn1c(SCC(=O)c2cccs2)nnc1-c1ccco1
    95 | 0.9 | 1 | 93 | -10 | 1 | -2 | -0.6 | 49
- CC1CCc2nc(NC(=O)C3COc4ccccc4O3)sc2C1 (configuration not stated)
    109 | 2.3 | 43 | 121 | -3 | 12 | / | 0.5 | -18
- O=C(Nc1ccc(OCC(=O)N2CCN(S(=O)(=O)c3ccccc3)CC2)cc1)c1ccco1
    107 | 1.4 | 12 | 105 | -12 | 2 | -7 | 0.1 | -4
- Cc1ccccc1Cn1c(C(C)O)nc2ccccc21 (configuration not stated)
    95 | 1.0 | 4 | 95 | -1 | -4 | -4 | 0.2 | 19
- COc1cc(OC)cc(C(=O)NCC(=O)OCC(=O)N2c3ccccc3NC(=O)C2(C)C)c1
    102 | -0.1 | 3 | 104 | 5 | -1 | 6 | -0.3 | 32
- COc1ccc(N(C)S(=O)(=O)c2ccc3c(c2)NC(=O)CO3)c(OC)c1
    100 | 4.7 | 18 | 102 | -15 | 0 | -3 | 2.7 | 48
- Cc1ccc(S(=O)(=O)NC(C)C(=O)NC2CC2)cc1 (configuration not stated)
    96 | / | 6 | 98 | -2 | -4 | -2 | / | 26
- Cc1cc(C(=O)N/N=C2\CCCc3ccccc32)c(C)o1
    103 | -0.2 | 14 | 111 | 10 | 0 | -2 | -0.5 | -5
- CCC(=O)NC(NC(=O)CC)C(Cl)Cl
    100 | 0.8 | 7 | 101 | -6 | -2 | -1 | 0.3 | 41
- CN(CC(=O)Nc1ccc(Cl)cc1)C1CCCCC1
    112 | 1.7 | 11 | 115 | 7 | 22 | -9 | -0.5 | 25
- Cc1ccc(S(=O)(=O)N2CCC(C(=O)N[C@@H](C)C(=O)NC3CCCCC3)CC2)cc1
    101 | -0.2 | -5 | 104 | -2 | 1 | -4 | -0.7 | 3
- COc1ccc(-c2cc(C(F)(F)F)nc(S(=O)(=O)CCC(=O)N3CCOCC3)n2)cc1
    98 | -0.5 | -10 | 96 | 3 | -2 | -1 | -1.9 | 9
- CCCc1ccc(-c2ccc(/C=C/C(=O)O)cc2)nc1
    97 | 3.3 | 34 | 107 | -2 | 8 | -1 | 5.1 | -12
- COc1ccc(CCN2C(=O)c3[nH]nc(-c4ccccc4O)c3C2c2ccccc2)cc1OC (configuration not stated)
    103 | 2.9 | -22 | 97 | -12 | 0 | -3 | 0.6 | -7
- Nc1cccc2c1C(=O)N(C(=O)c1ccc(S(=O)(=O)N3CCCCCC3)cc1)C2=O
    102 | -0.1 | 0 | 100 | -13 | 4 | 1 | -0.7 | 22
- CCN1CCCC1CNS(=O)(=O)c1ccc(F)c(Cl)c1 (configuration not stated)
    104 | 0.5 | 2 | 107 | 6 | 4 | -12 | 1.1 | -7
- O=S(=O)(c1ccc(Cl)cc1)c1ccccn1
    99 | -0.2 | 20 | 97 | -11 | -2 | -7 | -0.6 | 7
- CCOC(=O)N1CCN(C(=O)c2ccccc2NC(=O)c2ccccc2Cl)CC1
    93 | -0.1 | 8 | 96 | -16 | 1 | 1 | -0.1 | 43
- CCCCn1c(=O)[nH]c(=O)c2c1nc(-c1ccccc1F)n2Cc1ccccc1OC
    107 | -1.0 | 1 | 88 | -9 | -10 | 5 | -2.4 | 20
- CCOc1ccccc1C(=O)Nc1cc(C(=O)NCC(C)C)ccc1Cl
    96 | -1.3 | -6 | 87 | -9 | -8 | / | -3.4 | 5
- Cc1ccc(-c2noc(C3CCCN(S(=O)(=O)c4ccc(S(=O)(=O)N(C)C)cc4)C3)n2)o1 (configuration not stated)
    88 | 3.7 | 1 | 90 | 2 | -4 | -2 | 2.1 | 1
- CN1CCN(C(=O)c2ccc(CN3CCOCC3)cc2)CC1
    109 | 0.2 | -8 | 106 | -11 | 4 | -4 | 0.6 | -11
- O=C(NCC1OCCCN1S(=O)(=O)c1cc(F)ccc1F)C(=O)NC1CCCC1 (configuration not stated)
    98 | 2.6 | -4 | 99 | -15 | 2 | -3 | 0.4 | 23
- CCC(C)C(=O)Nc1cc([N+](=O)[O-])ccc1Cl (configuration not stated)
    97 | -0.3 | 26 | 99 | -9 | -2 | -3 | -0.4 | -1
- CCNC(=O)CN(c1ccccc1OC)S(=O)(=O)c1cccs1
    99 | -0.1 | 21 | 96 | -3 | 1 | -9 | -1.5 | -2
- COc1cc(NC(=S)NN2CCN(C)CC2)cc(OC)c1
    103 | 0.3 | / | 106 | -3 | 4 | 0 | 3.0 | -9
- Cc1coc2cc3oc(=O)c(CCC(=O)N[C@@H](CCCNC(N)=O)C(=O)O)c(C)c3cc12
    112 | 0.6 | 4 | 116 | 6 | 17 | -10 | -0.6 | 14
- Cc1ccc(C)n1NC(=O)c1cccc(Cl)c1
    100 | -1.2 | -5 | 99 | -9 | 0 | 5 | -1.2 | 16
- CCn1nnnc1-c1ccc(OC)c(S(=O)(=O)Nc2ccc(S(N)(=O)=O)cc2)c1
    89 | 0.2 | -2 | 92 | 0 | -1 | -3 | -0.1 | 6
- O=C(O)C1CCCCC1C(=O)NCc1ccc(Cl)c(Cl)c1 (configuration not stated)
    94 | -1.0 | 12 | 90 | 0 | -12 | -2 | -1.2 | 29
- CS(=O)(=O)c1sc2nc(-c3cccs3)cc(-c3ccccc3)c2c1N
    100 | 0.8 | 1 | 93 | -7 | -4 | -6 | -0.7 | 11
- COc1cccc(-n2c(Cn3nc(C(F)(F)F)cc3C)n[nH]c2=S)c1
    124 | 0.0 | 8 | 104 | -1 | 0 | -3 | -0.4 | 1
- Cc1ccc(N2CN(Cc3ccco3)CNC2=S)c(C)c1
    92 | 0.6 | 0 | 91 | -11 | -2 | 0 | -0.2 | -18
- COC(=O)c1c(C)oc2cc(Br)c(OCC(=O)C(C)(C)C)cc12
    103 | -0.4 | -4 | 101 | 0 | 2 | -2 | -1.1 | 8
- CC(C)Cn1c(N)c(C(=O)COC(=O)c2ccc(F)cc2)c(=O)n(C)c1=O
    106 | 8.2 | 1 | 94 | -9 | -1 | -5 | 11 | 21
- CCOc1cc(/C=C2\NC(=S)N(C)C2=O)ccc1OCc1ccc(C(=O)O)cc1
    96 | 1.1 | -15 | 96 | -10 | 2 | -12 | 0.8 | 28
- COc1cccc2nc3cc(C)c(C)cc3nc12
    100 | -0.5 | 12 | 102 | -7 | 8 | -7 | -0.5 | 29
- O=C(NCc1ccccn1)c1ccc(NS(=O)(=O)c2ccccc2)cc1
    98 | 0.4 | 0 | 102 | 3 | 2 | 1 | 0.4 | 53
- CCCc1nnc(NC(=O)CCC(=O)Nc2ccc(Cl)cc2)s1
    98 | 2.0 | 29 | 92 | -12 | -15 | -9 | 0.8 | 14
- CCOC(=O)C1CCCN(S(=O)(=O)c2ccc3c(c2)N(C)C(=O)CC(=O)N3C)C1 (configuration not stated)
    97 | -0.4 | 2 | 97 | -8 | 1 | 0 | 0.1 | 18
- COc1ccc(OC)c(NC(=O)C2CC(C)=C(C)CC2C(=O)O)c1 (configuration not stated)
    98 | -0.8 | 4 | 104 | -13 | 3 | -1 | 1.6 | -1
- O=C1N(Cc2ccc(F)cc2Cl)c2ccccc2C12OCCCO2
    112 | -1.6 | 13 | 109 | -15 | 5 | -2 | -1.3 | 15
- CCc1nnc(NS(=O)(=O)c2ccc(NC(=S)Nc3ccc(F)cc3)cc2)s1
    101 | 0.7 | 6 | 98 | -9 | 2 | -4 | 1.0 | 12
- O=C1C=C(Nc2cccc(O)c2)CC(c2ccco2)C1 (configuration not stated)
    101 | -0.1 | 8 | 93 | 0 | 2 | 0 | 0.2 | 5
- COCCCNC(=O)c1ccc([N+](=O)[O-])cc1
    92 | 0.7 | 0 | 93 | -15 | -2 | -3 | -0.1 | 28
- CC(=O)Nc1ccc(NC(=O)COC(=O)Cc2cccs2)cc1
    103 | -0.6 | 14 | 106 | -8 | 6 | -4 | 0.1 | 5
- Cc1cc(C)c2c(CC(=O)NNC(=O)c3ccccc3)coc2c1
    105 | -0.9 | 5 | 107 | -15 | 11 | -1 | -1.1 | 24
- N=C1C(c2nc3ccccc3s2)=C(O)CN1NC(=O)c1ccc([N+](=O)[O-])cc1
    107 | / | -6 | 101 | 2 | -4 | -5 | / | 25
- O=S(=O)(NCCNc1nccc(C(F)(F)F)n1)c1ccccc1
    87 | -0.9 | / | 90 | -2 | -5 | 2 | 0.0 | 32
- CC(=O)c1cccc(NC(=S)NC(=O)c2ccc(C)cc2Cl)c1
    108 | 1.9 | 37* | 100 | -22 | -6 | -1 | -0.6 | 20
- COc1ccc(NC(=S)N2CCNC(=O)C2CC(=O)Nc2cccc(Cl)c2C)cc1 (configuration not stated)
    99 | 0.2 | 30 | 96 | 7 | -2 | -5 | -0.6 | 2
- COc1ccc(C(CC(=O)c2ccccc2)S(=O)(=O)c2ccccc2)cc1 (configuration not stated)
    107 | -1.6 | 5 | 100 | 0 | 1 | 1 | -2.1 | -9
- O=C(Nc1ccc2cccnc2c1)c1ccc(Br)cc1
    101 | 0.5 | -1 | 99 | -10 | 0 | -5 | -1.7 | 34
- O=C1Nc2ccccc2C(=O)N2C[C@@H](O)C[C@H]12
    97 | 1.0 | 23 | 101 | 5 | -5 | -10 | -0.1 | 15
- CN(c1nc(-c2ccccc2)cs1)C1CCS(=O)(=O)C1 (configuration not stated)
    103 | 2.7 | 5 | 102 | 0 | -1 | -1 | 4.8 | -20

Given in CSV form: entries from further up.
SMILES,MEKK3 PB1 HTS,V1aR counter,NALP1 yeast inh,MEKK2 WT-MEK5,GPR7 antagonist,MEKK2mut PB1 HTS,GalR3 antagonist,OXTR agonist,PHOSPHO1 block
CCOC(=O)C1CCCN(S(=O)(=O)c2ccc3c(c2)N(C)C(=O)CC(=O)N3C)C1 (configuration not stated),97,-0.4,2,97,-8,1,0,0.1,18
COc1ccc(OC)c(NC(=O)C2CC(C)=C(C)CC2C(=O)O)c1 (configuration not stated),98,-0.8,4,104,-13,3,-1,1.6,-1
